High-throughput results (PubChem BioAssay)
NALP3 yeast inh: inhibitors of NALP3 inflammasome in yeast; Yeast reconstituted NLRP3/ASC/caspase-1, beta-gal luminescence, 24 h; inhibition, % at 10 µM; 0.39% of 330,000 active;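 active = inhibition of 50% or more; inactive = inhibition below 50%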;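 note: plate controls were induced DMSO wells for no effect and uninduced yeast grown without galactose for full effect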
mIAP block: blocks mouse intestinal alkaline phosphatase; purified mouse IAP, CDP-Star luminescence, 30 min; inhibition, % at 10 µM; 0.2% of 330,000 active;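 active = inhibition of at least 40% at 10 µM in the primary screen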;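 note: plate controls were DMSO with enzyme for no effect and no enzyme wells for full effect; values of inactives mirror those of a sister screen read the other way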
APOBEC3G inh: inhibitors of human APOBEC3G DNA deaminase; Q9HC16; recombinant A3G, ssDNA deamination FAM/TAMRA fluorescence; inhibition, % at 20 µM; 0.28% of 330,000 active; AID 493012;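 active = inhibition of at least 40% at 20 µM, with no more than 30% in the related APOBEC3A deaminase screen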;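 note: plate controls were DMSO wells with A3G for no effect and wells lacking A3G enzyme for full effect; some compounds called inactive have numbers as strong as hits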
mIAP activ: mouse IAP activation; AID 2805; activation factor at 10 µM; 0.24% of 330,000 active; muIAP, CDP-Star luminescence, 30 min; stronger effect = higher value; 1 = vehicle-only enzyme signal, 0 = enzyme-free wells;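 active = activation factor of at least 2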; note: the source names both 10 and 20 µM as test concentration; values of inactives mirror those of a sister screen read the other way
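System: mouse IAP enzyme. Reagent: CDP-Star chemiluminescent phosphatase substrate. Benchmarks: DMSO wells, no-enzyme wells. Times: 30 min enzyme-substrate-compound incubation at room temperature. Detection: luminescence from enzymatic CDP-Star hydrolysis. Doses: test compounds delivered from DMSO solution.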
hIAP activ: increases human intestinal alkaline phosphatase activity; 0.16% of 330,000 active; P09923; purified human IAP, CDP-Star luminescence, 30 min; stronger effect = higher value; 1 = vehicle-only enzyme, 0 = enzyme-free background; activation factor at 10 µM;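 active = activation factor of the enzyme at least 2-fold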; note: the source names both 10 and 20 µM as test concentration; values of inactives mirror those of a sister screen read the other way
Target sequence (P09923 whole entry, looked up): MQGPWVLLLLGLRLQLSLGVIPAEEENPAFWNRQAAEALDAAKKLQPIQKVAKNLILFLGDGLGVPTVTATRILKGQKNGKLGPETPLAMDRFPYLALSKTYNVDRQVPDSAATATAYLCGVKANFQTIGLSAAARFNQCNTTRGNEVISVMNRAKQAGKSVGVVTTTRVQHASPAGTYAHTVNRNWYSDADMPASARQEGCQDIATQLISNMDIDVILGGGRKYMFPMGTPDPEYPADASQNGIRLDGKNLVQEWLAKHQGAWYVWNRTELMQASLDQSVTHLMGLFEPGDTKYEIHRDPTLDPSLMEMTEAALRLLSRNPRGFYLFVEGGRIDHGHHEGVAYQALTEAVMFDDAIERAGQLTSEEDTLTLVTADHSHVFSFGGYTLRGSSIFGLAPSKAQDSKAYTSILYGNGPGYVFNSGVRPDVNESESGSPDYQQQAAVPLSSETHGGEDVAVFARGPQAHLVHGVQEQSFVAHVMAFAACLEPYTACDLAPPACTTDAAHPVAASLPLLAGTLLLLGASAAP
APOBEC3A inh: inhibitors of human APOBEC3A DNA deaminase | recombinant A3A, FAM/TAMRA ssDNA deamination fluorescence | inhibition, % at 20 µM | 0.41% of 330,000 active;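 active = at least 40% inhibition at 20 µM here, with at most 30% in a related deaminase screen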;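 note: plate controls were A3A with DMSO for no effect and wells lacking A3A enzyme for full effect; some results filed as inactive read as strong as hits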
Target sequence (P31941 whole entry, looked up): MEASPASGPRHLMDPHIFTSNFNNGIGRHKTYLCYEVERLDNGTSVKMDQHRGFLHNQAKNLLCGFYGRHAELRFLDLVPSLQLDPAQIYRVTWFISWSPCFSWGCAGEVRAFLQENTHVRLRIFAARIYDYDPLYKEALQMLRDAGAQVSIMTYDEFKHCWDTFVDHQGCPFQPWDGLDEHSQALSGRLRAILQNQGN
MIN6 prolif: induces beta-cell replication in MIN6 cells; MIN6 cells proliferation, ATPlite luminescence, 48 h; cells starved in 0.2% serum; 100% = growth in 10% serum; proliferation, % at 10 µM; 0.29% of 330,000 active;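 active = compounds whose signal lies at least 3.5 SD above the mean of all wells on their plate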;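 note: 0% = DMSO-treated cells in low-serum medium and 100% = 10% serum control; some compounds called inactive have numbers as strong as hits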
SENP1 inh: blocks the human SENP1 SUMO protease catalytic domain; inhibition, % at 10 µM; AID 624204; Q9P0U3; 0.21% of 360,000 active; recombinant SENP1 catalytic domain, CyPet-SUMO1-YPet FRET cleavage;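 active = inhibition at least 30% at 10 µM, raw YFP signal under a set limit, fluorescence ratio 0.5 to 1.5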;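 note: 0% = enzyme with DMSO and 100% = no enzyme wells; some results filed as inactive read as strong as hits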
Target sequence (Q9P0U3 419-644 limits assumed): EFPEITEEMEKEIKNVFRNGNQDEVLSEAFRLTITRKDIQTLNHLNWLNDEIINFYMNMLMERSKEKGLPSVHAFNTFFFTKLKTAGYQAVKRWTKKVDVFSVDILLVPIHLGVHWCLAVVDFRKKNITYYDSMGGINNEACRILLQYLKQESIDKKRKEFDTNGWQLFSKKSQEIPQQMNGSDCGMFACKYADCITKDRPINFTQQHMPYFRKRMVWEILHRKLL
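Material: hSENP1 catalytic domain, recombinant; medium: Tris pH 8 with BME, BSA, NP40 and catalase; compound: single concentration of 10 µM compound, 0.5% DMSO final; technique: FRET read of cyan and yellow fluorescence; timing: 50 min enzyme reaction, room temperature, light-protected; reagent: SFCypet-SUMO1-SFYpet substrate at 25 nM; control set: no-enzyme low, enzyme-DMSO high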
hIAP inh: blocks human intestinal alkaline phosphatase | P09923 | purified IAP, CDP-Star luminescence, 30 min | inhibition, % at 10 µM | 0.12% of 330,000 active;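 active = inhibition reaching a set limit with compound at 10 µM in the primary screen, cut at about 35% in these data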;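 note: plate controls were DMSO wells with enzyme for no effect and no-enzyme buffer wells for full effect; values of inactives mirror those of a sister screen read the other way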
* marks the source's active call; other numbers are inactive results; . = not tested or not shown. An excerpt (hit frequency here may not be typical).

SMILES	NALP3 yeast inh	mIAP block	APOBEC3G inh	mIAP activ	hIAP activ	APOBEC3A inh	MIN6 prolif	SENP1 inh	hIAP inh
CC(C)(C)OC(=O)CNC(=O)c1nc[nH]c1C(=O)N1CCc2ccccc2C1	24.2	-1.4	-11.3	1.01	1.35	0.6	0.2	1.1	-34.7
COc1ccc2[nH]c(=O)c(-c3nnn(-c4ccc(Cl)c(Cl)c4)n3)cc2c1	12.4	0.9	-8.3	0.991	0.844	-1.6	-1.3	.	15.6
Cc1ccc(N2CCN(CC(O)COc3ccc([N+](=O)[O-])cc3)CC2)cc1 (stereo not given)	27.1	3.2	-1.4	0.968	1.05	2.6	-3.5	-1.2	-4.6
O=C(Nc1ccc(F)cc1)c1oc2ccccc2c1NC(=O)C1CCCC1	7.4	1.1	-6.9	0.989	0.889	3.7	-2.9	-1.1	11.1
N#Cc1c(NC(=O)c2ccc([N+](=O)[O-])o2)sc2c1CCC2	13.9	7.4	7.3	0.926	0.853	16.4	-4.1	-81.9	14.7
O=C(NNC(=O)c1ccccc1-n1cccc1)c1ccccc1	-3.2	7.5	-9.3	0.925	1.02	0.3	-1.6	1.9	-1.7
CCCC(=O)Nc1ccc2oc(-c3ccc(OC)c(Br)c3)nc2c1	21.7	4.6	-7.2	0.954	1.22	-2.4	-4.4	-9.3	-21.5
CCCCNC(=O)c1onc(CS(=O)(=O)c2ccccn2)c1C(=O)NCCCC	8.1	11.8	-6.3	0.882	1.03	0.3	-1.1	-0.2	-2.8
COc1ccc(NC2=C(Cl)C(=O)N(CCc3ccccc3)C2=O)cc1	-0.7	9.8	-3.5	0.902	0.815	-1.9	0.0	3.8	18.5
Cc1ccc2nc3c(cc(C(=O)NCCN4CCOCC4)c(=N)n3CCCN3CCOCC3)c(=O)n2c1	16.0	7.7	-3.1	0.923	0.999	4.3	-0.8	-25.7	0.1
CCSc1ncc(/C=N/Nc2ccc(F)cc2)n1C	13.3	-4.3	-3.8	1.04	1.31	-2.1	-3.5	28.6	-30.6
COc1ccc(Cl)cc1NC(=O)c1[nH]c(C)c(C(C)=O)c1C	13.4	-2.4	-11.4	1.02	0.943	-2.1	-1.6	-0.6	5.7
N#CCOC(=O)C1CCN(S(=O)(=O)c2ccc3c(c2)OCCO3)CC1	18.4	8.8	-7.3	0.912	0.948	-3.6	-1.4	0.7	5.2
CN(C)S(=O)(=O)c1cccc(C(=O)OCC(=O)N2c3ccccc3NC(=O)C2(C)C)c1	2.4	7.6	-1.8	0.924	0.952	0.9	1.4	0.7	4.8
COC(=O)C1=C(C)N(C)C(C)=C(C(=O)OC)C1c1ccc(F)c(Br)c1	19.4	7.1	4.2	0.929	1.03	12.2	-3.5	1.1	-2.6
COc1cc(C(=O)Nc2ccc(-n3cnnn3)c(C)c2)cc(OC)c1OC	-13.3	-7.8	-3.8	1.08	1.03	-9.1	-3.5	0.8	-3.0
CCOC(=O)N1CCN(C(=O)CN(c2cccc(OC)c2)S(C)(=O)=O)CC1	2.7	-4.8	-5.1	1.05	0.861	1.6	-1.7	0.7	13.9
S=C(NCc1cccnc1)Nc1cc(Cl)cc(Cl)c1	8.1	-109.2	-10.6	2.09*	0.919	-2.8	-3.6	0.1	8.1
O=C(CCSCCc1ccccn1)Nc1ccccn1	8.1	1.0	1.8	0.99	1.01	1.2	-0.7	-4.0	-0.8
COc1ccc(S(=O)(=O)N2CCCCCC2)cc1C(=O)N(C)Cc1cccs1	3.8	-3.6	-1.4	1.04	0.988	-0.3	-2.2	-0.9	1.2
Cc1occc1C(=O)N/N=C/c1ccccn1	10.8	1.8	-3.5	0.982	1.43	-2.5	-3.4	-1.5	-43.1
Cc1ccnc2ccc(-c3nc4ccccc4o3)cc12	27.7	1.2	3.9	0.988	1.04	0.9	1.0	2.7	-3.6
O=C1OCc2ccc(NC(=O)c3c(F)cccc3Cl)cc21	-1.5	1.7	-5.2	0.983	1.02	-0.6	-1.1	0.7	-1.7
Cc1cccc(C)c1NC(=O)CSc1nc(C2CC2)nc2ccccc12	1.6	-0.6	-6.4	1.01	1.11	-2.2	0.0*	3.3	-11.4
CCCN(CCC)C(=O)c1ccccc1C(=O)N(CCC)CCC	8.2	5.1	-3.2	0.949	0.892	2.7	-0.9	-0.1	10.8
CCOC(=O)c1ccc(NC(=O)Nc2ccc3c4c(cccc24)C(=O)N3CC)cc1	-7.5	20.8	-5.6	0.792	0.966	6.5	-4.5	66.6	3.4
COC(=O)c1cc(NC(=O)c2ccccc2F)cc(C(=O)OC)c1	19.4	7.1	19.9	0.929	0.95	6.4	-2.4	0.9	5.0
Cn1nnnc1SCC(=O)NC(=O)NCc1ccccc1	9.1	-2.7	-4.8	1.03	1.01	-1.4	-1.7	1.1	-0.9
O=C(NCc1ccco1)c1noc2c1CCCCC2	20.0	-3.7	-2.8	1.04	0.934	0.8	-3.4	1.8	6.6
O=C(NC(=S)Nc1ccccc1Cl)c1ccco1	-10.8	-3.0	-5.6	1.03	1.19	-3.0	-2.3	-0.4	-18.6
CN(C)/C=C/C(=O)c1ccc(Cl)cc1Cl	2.6	-0.1	-8.0	1	1.18	-4.1	0.3	-1.6	-18.3
CCOC(=O)N1CCC(NC(=O)c2csc3c2CCCC3)CC1	16.3	-9.2	-1.1	1.09	1	-0.8	-4.5	1.4	-0.4
CCOc1ccc(NC(=O)C2C3C=CC4(O3)C2C(=O)N(Cc2cccnc2)C4C(=O)NC2CCCCC2)cc1 (stereo not given)	9.2	-3.9	-8.4	1.04	1.02	-7.1	-0.9	-1.7	-2.3
CN(CCC#N)C(=O)COC(=O)c1cccnc1Nc1ccccc1F	23.1	3.8	-1.5	0.962	1.04	0.4	-1.8	0.1	-3.6
Cc1c(C(=O)NC(Cc2ccccc2)c2nc3ccccc3[nH]2)cccc1[N+](=O)[O-] (stereo not given)	11.2	8.0	-3.9	0.92	0.911	-1.0	-0.2	3.0	8.9
CC(C)[C@H](NC(=O)N1CCn2c1nc1ccccc12)C(=O)NCc1ccc2c(c1)OCO2	8.8	2.2	-7.3	0.978	1.07	-5.5	-0.5	1.3	-7.5
Cc1c(-c2cccc(NC(=O)c3ccco3)c2)nc2ncccn12	4.5	9.6	-4.9	0.904	1.01	1.1	-2.5	-8.7	-1.4
CC(C)c1nc(-c2ccccc2)c(-c2ccccc2)[nH]1	-26.1	-11.5	-6.6	1.11	1.01	-3.0	-3.8	3.8	-1.0
Cc1cc(C)cc(Nc2cc(=O)n(C3CCCCC3)c(=O)[nH]2)c1	13.0	-8.4	-1.1	1.08	1.01	2.4	-7.7	0.0	-1.5
CS(=O)(=O)Nc1cccc(C2=NN(C(=O)c3ccco3)C(c3cccs3)C2)c1 (stereo not given)	8.8	11.9	-6.4	0.881	0.968	-1.4	-1.4	-1.0	3.2
CCOC(=O)c1cc(-c2ccccc2)nc2nc(N(CC)CC)sc12	5.5	-2.4	-4.9	1.02	0.998	-3.2	-3.5	-61.1	0.2
O=C(CCn1c(=O)c2ccccc2n(CC(=O)NCCC2=CCCCC2)c1=O)NCc1ccco1	5.9	-6.7	-8.0	1.07	1.06	-1.3	3.2	0.6	-5.6
CCOc1ccccc1NC(=O)c1ccc(OCC(=O)N2CCOCC2)c(OC)c1	2.9	0.1	-4.7	0.999	0.865	-3.4	-2.6	-2.0	13.5
COc1cc(O)c(C(CC(=O)N2CCN(c3ccccc3)CC2)c2ccc(N(C)C)cc2)c(OC)c1 (stereo not given)	11.5	-7.1	4.8	1.07	0.887	-1.5	-5.2	2.2	11.3
Cn1c(N)c(C(=O)COC(=O)c2ccnc3ccccc23)c(=O)n(C)c1=O	3.8	-9.1	-4.7	1.09	0.985	0.1	-1.1	-3.0	1.5
O=C(CSc1nncs1)NC1CCCCCCC1	-8.3	-15.9	-3.9	1.16	1.11	-0.3	0.3	-1.7	-11.5
COC(=O)c1sccc1NS(=O)(=O)c1ccc(F)cc1F	-32.2	-0.3	-1.6	1	0.878	-1.5	3.0	-6.7	12.2
CC(=O)N1CCN(C(=S)c2ccc(Cl)cc2)CC1	-0.8	5.5	-0.8	0.945	0.827	-5.1	0.2	-1.3	17.3
CCC(Sc1nc2ncnc(N)c2[nH]1)C(=O)O (stereo not given)	-12.8	-1.9	-6.9	1.02	1.04	-4.1	1.0	-0.2	-3.6
O=C(NC1CCSc2ccccc21)c1ccc(F)c(S(=O)(=O)N2CCOCC2)c1 (stereo not given)	3.2	1.8	-1.0	0.982	1.36	-0.2	-1.3	-0.1	-35.7
Cc1nc(CSc2ccc(Cl)cc2)cc(N2CC(C)OC(C)C2)n1 (stereo not given)	20.8	2.6	-4.8	0.974	1.01	-1.5	-2.7	-0.2	-1.0
CN(C(=O)C1CCCN(c2ncnc3c2nc2n3CCCCC2)C1)c1cccc(Cl)c1 (stereo not given)	-9.4	-2.9	2.0	1.03	0.951	-2.0	-1.9	3.2	4.9
Cc1cc(C)cc(NC(=O)c2cc(S(=O)(=O)N3CCCC3)cn2C)c1	14.4	-16.8	-8.2	1.17	0.883	0.8	1.5	3.1	11.7
CC(C)CC(NC(=O)CCl)c1ccccc1 (stereo not given)	0.1	4.7	-1.9	0.953	0.926	3.8	0.0	1.8	7.4
OCC1(CCOc2ccccc2)CCN(Cc2cn[nH]c2-c2ccc(F)cc2)CC1	-3.6	-5.6	-8.3	1.06	1.15	-0.2	-2.7	1.3	-14.9
COc1cccc(-c2cccc(NC(=O)C3CCN(C4CCC4)CC3)c2)c1	12.6	-1.1	-5.6	1.01	1.23	-0.3	-0.8	2.3	-23.4
CCOCCOC(=O)C1=C(C)Nc2ccc(C)cc2S1	5.2	4.2	-1.1	0.958	1.03	3.9	-1.4	-7.2	-2.7
CCN(CC)S(=O)(=O)c1ccc(N2CCOCC2)c(NC(=O)Cc2ccc(Cl)cc2)c1	8.1	-7.1	-1.8	1.07	1.18	4.0	-2.9	-8.0	-18.2
COC(=O)[C@]1(C)N[C@H](CN(C)S(=O)(=O)c2ccc(-c3ccccc3)cc2)[C@@H]2C(=O)N(C)C(=O)[C@@H]21	1.1	1.9	-4.1	0.981	0.732	-3.3	-2.0	0.6	26.8
Cc1ccc(CNC(=O)C2CC(c3cc(C(F)(F)F)cc(C(F)(F)F)c3)=NO2)o1 (stereo not given)	-1.8	-3.5	-6.1	1.03	1.09	-6.3	-5.1	-0.9	-9.2
CCc1ccccc1NC(=O)CC(c1ccc(OC)cc1)n1cccc1 (stereo not given)	1.9	-25.1	-4.4	1.25	0.894	-4.1	0.0	0.8	10.6
COc1ccccc1NC(=S)NN1CCN(C)CC1	-4.3	-9.2	4.6	1.09	0.856	-1.3	1.8	1.2	14.4
